Shn3 3UTR inh: reduction of Shn3 3'UTR firefly luciferase signal, primary screen, Schnurri-3 inhibitor project, cell-based, Clone20 osteoblasts, set 2; Clone20 osteoblast Shn3 3'UTR firefly luciferase, 24 h; inhibition, % at 12.5 µM; hit rate 0.52% among 360,000; AID 588674, 2011;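 active = mean inhibition of at least 75% with every replicate also reaching 75%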;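 note: 0% = median of neutral control wells and 100% = pilot-screen positive control compound; some compounds past the cut are filed as inactive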
Peg3 prom inh: Peg3 promoter-driven luciferase inhibitors, primary screen, cell-based, HeLa, luciferase luminescence. HeLa PEG-Prom luciferase reporter, overnight. inhibition, % at 20 µM. hit rate 1.7% among 360,000;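 active = inhibition of at least 50% at 20 µM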
CF NFkB inh: inhibitors of PAF-induced NF-kB signaling, primary screen, cell-based, GFP fluorescence, uHTS. AID 588850, 2011. KKLEB NF-kB-GFP reporter, GFP fluorescence overnight. hit rate 0.86% among 360,000. inhibition, % at 5 µM;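 active = at least 50% inhibition at 5 µM, scaled per plate between neutral and stimulator controls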;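 note: PAF is a Pseudomonas aeruginosa culture filtrate used as stimulus; plate controls were PAF-stimulated DMSO wells for no effect and unstimulated DMSO wells for full effect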
NR2E3 ag-1: NR2E3 agonists in two-hybrid cells, primary screen, cell-based, luminescence, CHO-S, Gal4-NCOR/VP16-NR2E3. Photoreceptor-specific nuclear receptor (Homo sapiens), Q9Y5X4. luciferase. inhibition of corepressor binding, % at 3.98 µM. hit rate 0.35% among 360,000. AID 602229, 2012;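 active = inhibition above the mean of all tested compounds plus 3 SD, cut at about 70% in these data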;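 note: 0% = DMSO with NR2E3 transfected cells and 100% = cells lacking NR2E3 construct; higher means lower luciferase signal from less NR2E3 corepressor binding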
Target sequence (Q9Y5X4 whole entry, looked up, the tested form may be a part): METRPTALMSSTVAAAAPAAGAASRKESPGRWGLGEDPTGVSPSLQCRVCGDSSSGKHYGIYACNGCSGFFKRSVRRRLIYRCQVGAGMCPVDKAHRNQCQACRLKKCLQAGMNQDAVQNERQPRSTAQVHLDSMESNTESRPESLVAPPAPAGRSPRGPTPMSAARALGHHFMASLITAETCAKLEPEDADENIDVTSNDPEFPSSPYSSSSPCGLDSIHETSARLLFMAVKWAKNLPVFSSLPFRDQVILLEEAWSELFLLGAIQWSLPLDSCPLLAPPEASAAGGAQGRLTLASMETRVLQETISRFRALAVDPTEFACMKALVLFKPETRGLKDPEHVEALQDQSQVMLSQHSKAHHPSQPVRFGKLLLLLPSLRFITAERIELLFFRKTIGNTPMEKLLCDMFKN
KKLEB cytotox: cytotoxicity in KKLEB CF airway cells, primary screen, cytotoxicity control for CF NF-kB inhibitor project, cell-based, uHTS, fluorescence assay plates | hit rate 0.36% among 360,000 | activity change (cytotoxicity), % at 5 µM | AID 602141, 2011 | KKLEB CF airway cells viability, ATPlite luminescence, overnight; stronger effect = lower value; cells stimulated with P. aeruginosa culture filtrate;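 active = corrected activity change at or below -50% at 5 µM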
hiPSC survival: enhancers of single-cell hiPSC survival, primary screen, ATPlite luminescence; 100% = ROCK inhibitor wells, 0% = DMSO; survival enhancement, % at 20 µM; hit rate 0.044% among 360,000; AID 602274, 2012; in the data active = survival enhancement above about 18%;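 note: cells exposed to compounds for 16 hours before the ATP read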
aDG glyco up: activators of alpha-DG glycosylation, primary screen, uHTS, Pro5-aDG cells, AlphaScreen; alpha-DG glycosylation AlphaScreen (IIH6); 0% Pro5, 100% B10-LARGE cell signal; activation, % at 10 µM; hit rate 0.22% among 360,000;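 active = activation of at least 8% versus controls, or a plate z-score of at least 8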;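 note: Pro5 are CHO cells carrying HIG-tagged alpha-DG that lacks glycosylation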
TWEAK Fn14 block: inhibitors of TWEAK-Fn14 signaling, primary screen, luciferase reporter cells, uHTS; hit rate 2% among 360,000; AID 1159606, 2016; TWEAK-stimulated Fn14 reporter cells, luciferase luminescence, 8 h; inhibition, % at 10 µM; in the data active = inhibition above about 50%
HIF-2a block: HIF-2a reporter inhibitors, primary screen, luminescence, 786-0 RCC cells; 786-0 RCC cells HIF-2a reporter, luciferase luminescence, overnight; inhibition, % at 18.8 µM; hit rate 0.72% among 360,000; AID 624352, 2012;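 active = inhibition of the luminescence signal of 40% or more relative to plate controls, in a single-dose primary screen at 18.75 µM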
NR2E3 ag-2: inhibitors of NR2E3-RetCOR corepressor binding, primary screen, NR2E3 agonist project, biochemical, TR-FRET, GST-NR2E3, biotin-RetCOR. 1536-well. hit rate 0.12% among 320,000. inhibition of corepressor binding, % at 4.78 µM. AID 2300, 2010;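 active = percent inhibition above the cutoff of mean plus 3 SD of all tested compounds, set per screening campaign, cut at about 20% in these data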;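 note: 0% = DMSO wells and 100% = biotin wells as full block of FRET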
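Material – GST-tagged NR2E3 plus biotinylated RetCOR corepressor · Quantity – NR2E3 fusion 1.35 nM · Times – 5 h incubation at 4 °C · Medium – pH 7.5 Tris-based buffer · Technique – TR-FRET, Eu(K)-anti-GST donor, streptavidin-D2 acceptor, ex 340, em 617/671 nm · Benchmarks – high control biotin, low control 0.6% DMSO · Format – 1536-well plates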
TRPM1 prom inh: inhibitors of MITF-dependent TRPM1 promoter reporter, primary screen, cell-based, SK-MEL-5, single point, luciferase; SK-MEL-5 TRPM1 promoter luciferase, 24 h; inhibition, % at 12.5 µM; hit rate 0.83% among 330,000;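 active = mean inhibition across replicates of 60% or more, whatever share of single replicates reaches that level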; note: values of inactives mirror those of a sister screen read the other way
* = called active by the depositor; . = not tested or not shown.

Under each structure – Shn3 3UTR inh	Peg3 prom inh	CF NFkB inh	NR2E3 ag-1	KKLEB cytotox	hiPSC survival	aDG glyco up	TWEAK Fn14 block	HIF-2a block	NR2E3 ag-2	TRPM1 prom inh
> COc1ccc(C(OCC(O)CNC(C)c2ccccc2)c2ccc(OC)cc2)cc1 (centres undefined)
  -1.2	27.4	3.5	-9.7	-0.3	-0.6	0.2	18.7	2.7	4.2	-1.5
> COc1ccc(Cc2nnc(NC(=O)C3CC(=O)N(c4ccccc4C)C3)s2)cc1OC (centres undefined)
  -7.4	16.3	24.7	-16.8	-10.8	-0.4	0.1	0.5	11.8	-4.1	-5.5
> CN1CCN(CCC(=O)N/N=C/c2ccccc2F)CC1
  -2.6	-5.2	-7.4	-3.3	11.3	1.7	0.1	-10.5	6.8	-1.0	7.3
> CCC(C#CCN1CCCCC1)(CC)OCCC#N
  -6.4	11.9	13.4	-6.4	-8.7	3.9	0.8	-24.6	17.9	-3.3	6.1
> Cc1ccc(NC(=O)CN(C)CC(=O)Nc2ccc(N3CCOCC3)cc2)cc1F
  9.4	4.2	-13.5	2.4	2.9	4.2	0.6	-9.3	-15.4	-2.5	7.7
> O=C(NCc1cc(Cl)cc(Cl)c1)c1ccc2nc([C@@H]3O[C@H](CO)[C@H](O)[C@H](O)[C@H]3O)[nH]c2c1
  -7.3	1.7	-6.4	-17.6	21.7	-1.0	-0.2	-1.3	14.0	.	.
> Cc1nnc(SCC(=O)Nc2nc(-c3ccccc3)cs2)n1N
  -9.9	-22.8	-5.3	3.3	2.5	-0.8	0.3	14.4	-35.2	2.3	4.7
> COc1ccc(NC(=O)C(c2cc3c(cc2[N+](=O)[O-])OCO3)N(C)c2ccccc2)cc1 (centres undefined)
  4.3	-12.8	-6.4	-37.6	5.0	-1.6	-0.2	-3.2	-29.2	2.1	-4.7
> Cc1cc(/C=C2\SC(=Nc3ccc(N4CCOCC4)cc3)N(C)C2=O)c(C)n1-c1cccnc1
  -28.7	-56.0	20.3	-20.2	-2.8	-0.2	-0.6	-18.4	-54.3	0.0	-26.3
> CCN(CC)c1ccc2cc(-c3nnc(-c4ccncc4)o3)c(=O)oc2c1
  -34.0	-132.1	-129.2	-18.8	4.3	-2.8	0.0	14.8	-229.3	.	-75.9
> Cc1cccc(NCc2cccc3ccccc23)n1
  -42.2	-91.5	-15.4	-53.1	-6.4	0.9	0.0	-32.0	-191.4	3.5	-28.7
> C[C@H](NC(=O)c1cc2cc(Cl)ccc2n1C)C(=O)N1CCC(C(=O)O)CC1
  3.9	9.8	-24.2	-6.6	4.1	1.4	-0.2	-11.9	20.6	.	0.0
> Cc1ccc(OCCn2cncn2)c([N+](=O)[O-])c1
  11.7	-4.0	-19.4	-18.7	12.1	-0.3	-0.1	3.5	-6.3	1.2	3.9
> COc1ccc(CN2CCNC(=O)C2CC(=O)N2CCCO2)c(OC)c1 (centres undefined)
  -10.8	13.5	-10.7	-5.8	12.2	-2.2	-0.1	14.9	9.2	3.3	-3.7
> COc1ccccc1CNS(=O)(=O)c1ccc2c(c1)NC(=O)CO2
  -18.0	-21.2	-0.7	-5.7	-0.8	-0.5	0.2	4.5	4.4	2.2	5.5
> COc1ccc(CNC(=O)C(c2ccc(O)cc2)N(Cc2ccco2)C(=O)c2snc(C(N)=O)c2N)cc1 (centres undefined)
  12.9	56.7*	80.2*	9.5	-23.3	0.0	-0.3	18.0	7.4	4.6	20.0
> C=CCNc1nc(N)c([N+](=O)[O-])c(Nc2cccc(Cl)c2)n1
  -9.4	4.3	45.8	-10.5	-6.5	-0.6	-0.2	2.8	23.9	1.6	-8.6
> COc1ccc2cc(CO)n(C)c2c1
  -11.0	4.8	2.8	-43.9	-5.2	2.4	0.1	-11.0	2.4	-0.8	9.3
> O=C(Cn1c(C(=O)N2CCN(C3CCCC3)CC2)cc2sccc21)c1ccccc1
  33.2	12.5	4.3	-30.1	-4.5	-0.5	0.2	-16.2	11.3	-6.8	5.0
> Cc1cc(C)nc(SCC(=O)N/N=C/c2ccc3c(c2)OCO3)n1
  -40.3	-195.1	14.5	-26.9	-2.8	-0.2	0.1	-55.6	-64.2	.	-54.5

In the list so far, these contain fluorine:
Under each structure – Shn3 3UTR inh	Peg3 prom inh	CF NFkB inh	NR2E3 ag-1	KKLEB cytotox	hiPSC survival	aDG glyco up	TWEAK Fn14 block	HIF-2a block	NR2E3 ag-2	TRPM1 prom inh
> CN1CCN(CCC(=O)N/N=C/c2ccccc2F)CC1
  -2.6	-5.2	-7.4	-3.3	11.3	1.7	0.1	-10.5	6.8	-1.0	7.3
> Cc1ccc(NC(=O)CN(C)CC(=O)Nc2ccc(N3CCOCC3)cc2)cc1F
  9.4	4.2	-13.5	2.4	2.9	4.2	0.6	-9.3	-15.4	-2.5	7.7

Additional entries.
Under each structure – Shn3 3UTR inh	Peg3 prom inh	CF NFkB inh	NR2E3 ag-1	KKLEB cytotox	hiPSC survival	aDG glyco up	TWEAK Fn14 block	HIF-2a block	NR2E3 ag-2	TRPM1 prom inh
> CCN(CC)CCOc1ccccc1C(C)=O
  3.8	4.9	-10.5	1.1	3.8	-0.4	0.7	23.4	10.4	-0.2	-2.1
> Cc1cccc(N2C(=O)/C(=C\c3ccc(OC(F)F)cc3)c3ccccc3C2=O)c1
  10.2	24.2	7.0	-4.2	-2.6	-1.2	0.0	42.6	34.8	1.1	4.5
> CC(=O)c1ccc(S(=O)(=O)N2CCN(CCOc3ccccc3)CC2)cc1
  19.3	9.6	0.7	12.9	14.7	0.6	-0.1	0.1	8.2	.	.
> O=S(=O)(c1ccc(-c2nnc(SCc3nnc(-c4ccccc4)o3)o2)cc1)N1CCCC1
  -2.0	11.2	15.7	-3.1	-5.3	-0.5	-0.1	19.6	19.5	-1.1	5.5
> c1ccc(Oc2cccc(OCCCCN3CCCC3)c2)cc1
  5.3	-3.3	9.6	-39.1	2.4	-1.6	3.1	-1.8	-18.6	-0.9	-9.3
> O=C(Nc1ccc(N2CCCCC2)c(S(=O)(=O)Nc2ccccc2Cl)c1)c1cccnc1
  60.3	19.7	-36.4	-33.9	16.3	0.0	0.5	32.8	17.6	.	12.3
> O=C(C[n+]1ccc(/C=N/O)cc1)N1CCCCC1
  -3.7	9.1	0.8	5.8	4.5	0.2	-0.1	3.4	9.7	-2.9	2.0
> COc1cc(/C=C2\SC(=S)N(CC(=O)Nc3ccc(O)cc3)C2=O)cc(OC)c1OC
  5.6	7.0	-4.5	-3.6	-4.8	-1.0	-0.4	5.8	17.0	.	0.3
> CCOc1ccc(C(CC(=O)O)NC(=O)CCCOc2ccc(Cl)cc2C)cc1 (centres undefined)
  -11.7	4.5	8.7	4.9	2.6	1.3	-0.1	2.0	16.1	1.7	-3.9
> CCN(CC)c1ccc(C(=O)NC(=S)Nc2cc(S(=O)(=O)N3CCOCC3)ccc2-n2cncn2)cc1
  14.7	7.8	30.8	1.9	-70.8*	-0.1	-0.3	0.0	18.0	1.9	19.7
> CCCCC(CC)C(=O)Nc1cc(C(=O)NCc2ccc(C)cc2)ccc1N1CCC2(CC1)CC(c1ccccc1)=NO2 (centres undefined)
  -0.3	10.7	2.0	-1.4	-7.2	-1.1	0.1	-0.4	16.3	-1.3	-2.5
> CN(Cc1cccs1)c1ncnc2sccc12
  39.0	-2.5	7.7	32.2	1.1	-2.3	1.8	13.2	-1.9	0.3	-5.0
> O=C(NCCCn1ccnc1)Nc1ccc(Cl)cc1Cl
  3.5	11.9	9.4	0.6	-10.3	1.9	0.0	2.2	10.1	1.6	10.1
> COc1ccc(NC(=O)c2cc(S(=O)(=O)NCC3COc4ccccc4O3)ccc2F)cc1 (centres undefined)
  -50.3	15.8	-1.6	-10.5	-10.4	0.3	-0.1	13.2	20.1	-2.1	7.1
> Nc1ccc(Cc2ccc(N)c(C(=O)O)c2)cc1C(=O)O
  -28.6	6.5	-3.9	8.2	-27.1	-0.3	0.1	15.1	-3.4	0.1	-7.5
> O=C(CSc1nnc(-c2ccccc2)n1-c1ccc(Cl)cc1)NNC(=S)Nc1ccccc1
  22.6	-0.2	1.4	-10.0	8.4	-0.3	0.0	12.0	10.9	-2.1	2.7
> Cc1c(S(=O)(=O)Nc2cccc(Cl)c2)c(=O)n(C)c(=O)n1C
  -16.5	-6.0	8.8	2.6	10.2	0.2	-0.3	13.6	11.6	2.2	6.7
> O=C1NC[C@@H](Cc2cccc3ccccc23)N(CCC23CC4CC(CC(C4)C2)C3)C1=O
  -6.9	-7.5	11.5	7.9	-2.2	10.6	-0.4	13.4	3.8	-0.2	-3.4
> Cc1cccc(CS(=O)(=O)Cc2ccc(C(=O)NCC3CCCO3)o2)c1 (centres undefined)
  -24.3	-40.0	8.7	26.5	8.8	-2.5	-0.1	0.2	23.5	-3.8	-3.9
> CSc1nnc2n(-c3ccccc3)c(=O)c3c4c(sc3n12)CCC4
  5.4	18.8	-10.1	1.9	-0.2	-2.8	0.4	-5.2	10.1	-2.3	-2.7
> COCCSc1nnc(NC(=O)C2CCCCC2)s1
  -15.0	-81.9	8.4	-27.2	4.1	0.4	-0.2	-8.1	-94.6	0.7	-31.0
> CC(C)CNC(=O)c1cccc(NC(=O)Cc2ccc(Cl)cc2)c1
  8.7	8.2	7.7	32.9	-4.2	-0.1	0.1	-36.6	11.1	0.3	11.3
> CN(C(=O)COC(=O)C1COc2ccccc2O1)C1(C#N)CCCCC1 (centres undefined)
  -2.7	7.2	11.9	6.6	-1.2	0.3	-0.3	19.4	10.8	-0.9	5.1
> O=C(NCC(=O)N(c1ccccc1F)C(C(=O)NC1CCCC1)c1ccco1)c1ccco1 (centres undefined)
  -8.7	4.9	-19.0	13.2	6.8	-0.7	0.0	-3.8	12.2	-0.7	-7.1
> CCSc1ncc(CO)c(N)n1
  -23.9	15.2	7.5	6.6	4.0	0.5	-0.2	2.8	9.0	-1.9	-8.6
> O=C(OCC(=O)N1CCCc2ccccc21)c1ccccc1[N+](=O)[O-]
  -85.3	-314.1	-14.7	-35.2	-0.5	1.9	0.0	-10.2	-21.7	3.9	-84.3
> Cc1ccc(OCC2Cn3c(nc4c3c(=O)[nH]c(=O)n4C)O2)cc1C (centres undefined)
  26.9	19.6	-15.1	-13.7	-11.5	0.5	0.2	6.4	23.9	-5.3	8.8
